Screening results from PubChem.
MmCpn inh = blocks the Methanococcus maripaludis chaperonin Mm-Cpn | purified Mm-Cpn ATPase, ADP Transcreener TR-FRET | Potency, µM (top dose mostly 76.9 µM), for the others: top-dose activity, negative = inhibition, actives largely listed as inhibitors | 330,000 compounds, 0.031% hits | AID 504842; note: potency is the fitted concentration of half-maximal effect; % is set by controls: 0 for no effect and ±100 for the full control effect; nearly all actives have a fitted effect of over 80% in size
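Eu-cryptate anti-ADP/ADP-d2 competition gives a ratio inversely related to ADP. Enzyme at 25 nM was pre-exposed to compound for 10 min, then given 10 uM ATP for 30 min, 37°C throughout.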
EPAC2 antag = EPAC2 (human) antagonism; Potency, µM (doses to about 114 µM), for the others: at the top dose activity, negative = inhibition, hits mostly inhibitors; AID 720708; Q8WZA2; 360,000 compounds, 0.18% hits; EPAC2 GEF exchange of Rap1B-BODIPY-GDP, fluorescence; note: potency is the fitted concentration of half-maximal effect; % is set by controls: 0 for no effect and ±100 for the full control effect; nearly all actives have a fitted effect of over 45% in size; many of its hits are not listed in these tables
Target sequence (Q8WZA2 whole entry, looked up): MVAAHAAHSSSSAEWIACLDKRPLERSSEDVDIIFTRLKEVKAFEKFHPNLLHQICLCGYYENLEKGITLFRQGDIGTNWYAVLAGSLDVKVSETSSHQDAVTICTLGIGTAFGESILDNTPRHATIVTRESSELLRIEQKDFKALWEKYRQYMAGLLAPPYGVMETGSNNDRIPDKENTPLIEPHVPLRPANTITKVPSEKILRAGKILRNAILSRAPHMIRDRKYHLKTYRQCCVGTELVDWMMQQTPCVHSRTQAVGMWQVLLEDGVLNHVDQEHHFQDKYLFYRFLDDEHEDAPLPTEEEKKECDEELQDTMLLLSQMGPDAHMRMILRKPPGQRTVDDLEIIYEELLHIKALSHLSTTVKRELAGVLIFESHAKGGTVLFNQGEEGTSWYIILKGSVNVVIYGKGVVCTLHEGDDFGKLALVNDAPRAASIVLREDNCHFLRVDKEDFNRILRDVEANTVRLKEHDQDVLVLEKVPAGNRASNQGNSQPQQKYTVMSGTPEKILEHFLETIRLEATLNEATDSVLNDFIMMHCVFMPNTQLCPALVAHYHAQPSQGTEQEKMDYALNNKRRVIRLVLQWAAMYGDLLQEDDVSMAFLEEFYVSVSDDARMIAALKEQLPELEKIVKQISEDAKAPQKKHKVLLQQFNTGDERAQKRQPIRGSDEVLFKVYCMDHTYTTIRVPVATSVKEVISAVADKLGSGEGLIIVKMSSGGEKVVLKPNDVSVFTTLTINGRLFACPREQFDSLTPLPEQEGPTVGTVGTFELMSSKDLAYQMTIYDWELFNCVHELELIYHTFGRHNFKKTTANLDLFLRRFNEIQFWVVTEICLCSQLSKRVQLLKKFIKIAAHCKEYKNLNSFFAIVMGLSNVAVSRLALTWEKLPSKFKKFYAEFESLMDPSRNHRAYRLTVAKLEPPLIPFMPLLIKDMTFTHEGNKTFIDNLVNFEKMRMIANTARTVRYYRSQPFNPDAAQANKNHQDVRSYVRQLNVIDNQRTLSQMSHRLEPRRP
Akt phos inh = Akt phosphorylation inhibition; activity change, % for hits at 50 µM; 360,000 compounds, 0.32% hits; Neuro2A IGF-stimulated pAkt S473 HTRF, 20 min; stronger effect = lower value; in the data active = activity change below about -80%; inconclusive = mostly about -51% to -80%; note: % is set by controls: 0 for no effect and ±100 for the full control effect
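Neuro2A cells (4,500/well, DMEM with 0.5% FBS) were treated with compound at a single 50 µM final concentration, stimulated with 6 nM IGF for 20 min at 37 °C, and lysed. Phospho-Akt Ser473 was read by HTRF as 665/615 ratio ×10^4.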
TGFb inhibitor = inhibitors of TGF-b signaling; HepG2 CAGA-GFP TGF-b/SMAD3 reporter, GFP fluorescence, 18 h; TGF-beta stimulated, 500 pg/mL final; Potency, µM (highest dose often 46.1 µM), for the others: top-dose activity, negative = inhibition, hits mostly inhibitors; 410,000 compounds, 1.2% hits; note: potency is the fitted concentration of half-maximal effect; % is set by controls: 0 for no effect and ±100 for the full control effect; nearly all actives have a fitted effect of over 65% in size
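Inhibition of TGF-beta-driven CAGA-GFP reporter expression in HEPG2 cells is measured by cellular GFP fluorescence after 18 h stimulation with 500 pg/mL recombinant TGF-beta in 1% FBS medium at 37 degrees C.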
CCT modulator = changes cytosolic chaperonin activity; purified chaperonin ATPase assay, HTRF ADP detection, 30 min; activity change, % (concentration not given with the values), hits read low; 360,000 compounds, 0.3% hits; AID 651819; in the data active = activity change below about -30%; note: % is set by controls: 0 for no effect and ±100 for the full control effect
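Enzyme 40 or 20 nM (batch-dependent) in Tris pH 7.4/KCl/MgCl2/DTT; cpd 76 uM single point; ATP 10 uM; 30 min 37 °C; Transcreener ADP HTRF detection, 30 min RT; ratio 665/615.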
EPAC2 ag = EPAC2 (human) agonism | Q8WZA2 | EPAC2 activation, biochemical qHTS; response scale: 100% = 6.5 mM cAMP response | Potency, µM (doses to about 154 µM), for inactives: at the top dose activation, hits mostly activators | 360,000 compounds, 0.079% hits | AID 720711; note: potency is the fitted concentration of half-maximal effect; nearly all actives have a fitted effect of over 50% in size
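Nucleotide exchange monitored as fluorescence drop when BODIPY-GDP leaves Rap1B. Reaction: 100 nM EPAC2, 250 nM RAP1B-BODIPY-GDP, 50 uM GDP, room temperature, kinetic read over 30 min. Activity expressed relative to 6.5 mM cAMP.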
Nrf2 block = inhibitors of Nrf2 signaling | Potency, µM (series often up to 46 µM), without a hit: top-dose activity change, negative = inhibition, hits mostly inhibitors | 360,000 compounds, 2.1% hits | A549 ARE-Fluc reporter, luciferase luminescence, 18-24 h | AID 504444; note: potency is the fitted concentration of half-maximal effect; % is set by controls: 0 for no effect and ±100 for the full control effect; nearly all actives have a fitted effect of over 60% in size
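Nrf2 activity is the BugLite luminescence, read 15 min after reagent at room temperature, following CellTiter-Fluor cytotoxicity readout (30 min, 37C). Compound titrations were applied for 18-24 h to 5000 A549 ARE_Fluc cells/well in 5% FBS OPTI-MEM.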
Nrf2 ARE act = activators of Nrf2 (ARE) signaling | AREc32 ARE-luciferase reporter (MCF7-derived line), luminescence, 24 h | Potency, µM (top dose mostly 46.1 µM), without a hit: top-dose activation, actives largely listed as activators | 410,000 compounds, 0.31% hits | AID 624171; note: potency is the fitted concentration of half-maximal effect; % of control where 0% means no effect; nearly all actives have a fitted effect of over 65% in size
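ARE-driven firefly luciferase activity in AREc32 cells measured after a 24 hr compound exposure at 37 deg C, using Steady-Glo reagent and a 30 min room-temperature hold.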
A549 viability = A549 cytotoxicity, counter-screen for Nrf2 inhibitors. A549 ARE-Fluc cells, CellTiter-Fluor viability, 18-24 h. Potency, µM (highest dose often 46 µM), inactives show top-dose activity change, negative = cytotoxicity, most hits filed as inhibitors. 390,000 compounds, 0.16% hits; note: potency is the fitted concentration of half-maximal effect; % is set by controls: 0 for no effect and ±100 for the full control effect
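A549 ARE-Fluc cells in 5% FBS OPTI-MEM, 5000 cells/well, rested 2 h then exposed to compounds in concentration-response for 18-24 h at 37 °C. Viability by CellTiter-Fluor fluorescence (Ex 405/Em 525) after 30 min; luciferase luminescence (BugLite, 15 min, RT) read afterwards.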
An asterisk follows results filed as active; i = inactive; ? = inconclusive; / = not tested or not shown; [ ] = remark or other dose. Unless noted, calls come from the whole dose curve; as a rule, active = well fitted curve in the direction sought with a large enough effect; inconclusive = small, poorly fitted or top-dose-only effect, or another doubt; inactive = no such curve, though single readings can be large; an effect the other way counts as inactive or inconclusive.

Below each compound – MmCpn inh, EPAC2 antag, Akt phos inh, TGFb inhibitor, CCT modulator, EPAC2 ag, Nrf2 block, Nrf2 ARE act, A549 viability
Cc1onc(-c2c(F)cccc2Cl)c1C(=O)NCc1ccccc1
  -1%, 9%, i, -2%, -0.9, 11%, 0%, -0.6%, 3%
Cc1ccc(/C=N/NC(=O)c2ccccn2)o1
  0%, 3%, i, 0%, 0.9, 21%, ?, 2.7%, 0%
O=C1CCC/C(=N/NC(=O)c2ccc(CN3c4cccc5cccc(c45)S3(=O)=O)cc2)C1
  -4%, -2%, i, 5%, -2.7, 0%, 9%, 2.0%, -11%
Cc1ccccc1N(C(=O)Cn1nnc2ccccc21)C(C(=O)NCc1ccco1)c1ccncc1 (configuration not stated)
  1%, 0%, i, -15%, -0.9, 7%, /, 0.2%, -4%
Cc1nnn(C23CC4CC(CC(CC(=O)Nc5ccc(C)c(Cl)c5)(C4)C2)C3)n1
  1%, 3%, i, ?, 1.3, 1%, ?, -0.3%, -19%
COc1ccc(C(C)(O)c2nc(-c3ccncc3)cs2)cc1 (configuration not stated)
  /, 2%, i, 19%, -1.8, 11%, /, -0.3%, /
Cc1cc(=O)n2[nH]c(C(=O)O)nc2n1
  0%, ?, i, 8%, -0.8, -5%, -21%, 0.3%, -12%
CC(C)Cc1nc2oc3c(NCC4CCCO4)ncnc3c2c2c1CCC2 (configuration not stated)
  ?, 1%, i, -3%, 0.5, -7%, -2%, 0.4%, -2%
CC(C)C1S/C(=N/N=C/c2cccs2)NC1=O (configuration not stated)
  1%, 12%, i, -3%, 2.6, 5%, 12%, 7.9%, 3%
Cc1nnc(SCc2nc3ccccc3nc2C)s1
  -1%, -3%, i, 17%, -5.5, -5%, ?, 3.1%, 4%
Cc1nn(C(C)C(=O)NCCCN2CCCC2)c(=O)c2nn(-c3ccccc3)c(C)c12 (configuration not stated)
  -1%, 3%, i, 1%, 0.3, 1%, 8%, 0.2%, 0%
COc1ccc(-n2cc(CNCCc3cnc[nH]3)c(-c3cccc(F)c3)n2)cc1
  ?, -12%, i, -14%, -25, 6%, -15%, 10%, -19%
CCc1nc2ccc(C(=O)Nc3cccc(NS(C)(=O)=O)c3)cn2c1N(C)C(=O)Cc1ccccc1
  /, -7%, /, 21%, -1.6, 0%, /, 0.2%, /
CCOc1ccc(N=C(NC#N)SCC)cc1
  1%, 9%, i, 14%, 2.0, 0%, 26%, -0.1%, 14%
Cc1c(Cl)cccc1NC(=O)C(C)n1nnc2sc3c(c2c1=O)CCCC3 (configuration not stated)
  /, /, /, -13%, /, /, 3%, -1.1%, 0%
CC1(C)OC(=O)C2=C(C[C@@H](C3CCCC3)O[C@@H]2c2ccc(Cl)cc2)O1
  /, -5%, i, /, -0.2, 8%, /, 0.4%, /
Cc1ccc(C2(CCNS(=O)(=O)c3ccc(C)cc3)CCOC(C(C)C)C2)cc1 (configuration not stated)
  0%, -15%, i, ?, -3.2, -1%, ?, 1.1%, -13%
Cc1cc(C)c(S(=O)(=O)N2CCCCC2CCNC(=O)C(=O)NCc2ccco2)c(C)c1 (configuration not stated)
  0%, -1%, i, -24%, 2.6, 4%, ?, ?, -19%
O=C(NC1CCN(Cc2ccc(Cl)cc2)CC1)c1cn(-c2ccccc2)nc1-c1cccnc1
  1%, -10%, i, ?, -0.9, 18%, -20%, 3.0%, ?
Cc1cccc(C(=O)NNC(=O)c2ccc(S(=O)(=O)N3CCOCC3)cc2)c1
  0%, -7%, i, -23%, 0.4, 5%, ?, 0.4%, -2%
CCN1C(=O)c2ccc(C(=O)Nc3ccc(O)cc3C)cc2C1=O
  1%, -6%, i, 2%, -7.9, 1%, ?, 0.3%, -1%
CC(C)CCN(C(=O)c1ccncc1)c1c(N)n(Cc2ccccc2)c(=O)[nH]c1=O
  3%, 6%, i, -4%, -2.3, 2%, 7%, -1.2%, -3%
COCCNC(=O)COc1cccc(Oc2ccccc2)c1
  1%, 0%, i, 19%, -1.9, 9%, 1%, 2.3%, -7%
CC1CN(c2ccc(S(=O)(=O)N3CCCC3)cn2)CC(C)O1 (configuration not stated)
  0%, -2%, i, 3%, -1.6, 7%, 2%, -0.6%, 0%
Cc1cccc(/C=N/n2c(-c3cc(-c4ccccc4)n[nH]3)n[nH]c2=S)c1
  -2%, 1%, i, ?, 0.0, -4%, 9%, 2.5%, 9%
O=C(CNC(=O)C(c1ccccc1)c1ccccc1)N/N=C/c1cccnc1
  -3%, 4%, i, 5%, -2.1, 6%, 1%, 0.0%, -2%
Cc1c(C)c2ccc(OCC(=O)NC3CCN(Cc4ccccc4)CC3)cc2oc1=O
  0%, 6%, i, -8%, -1.1, -1%, 0%, 3.9%, -2%
COc1cccc2sc3cc(NCc4ccc5c(c4)OCO5)ccc3c(=O)c12
  -26%, 3%, i, -4%, -0.2, 13%, -3%, 8.2%, 3%
O=C1CCc2cc(S(=O)(=O)Nc3ccccc3F)cc3c2N1CCC3
  1%, 6%, i, -5%, -2.0, -3%, ?, 0.5%, -4%
Fc1ccc(-c2csc3ncnc(N4CCc5ccccc5C4)c23)cc1
  -4%, 0%, i, 18µM*, 1.9, 14%, -10%, -0.4%, 9%

Three entries drawn at random from the list so far:
Below each compound – MmCpn inh, EPAC2 antag, Akt phos inh, TGFb inhibitor, CCT modulator, EPAC2 ag, Nrf2 block, Nrf2 ARE act, A549 viability
Cc1ccc(/C=N/NC(=O)c2ccccn2)o1
  0%, 3%, i, 0%, 0.9, 21%, ?, 2.7%, 0%
COc1ccc(C(C)(O)c2nc(-c3ccncc3)cs2)cc1 (configuration not stated)
  /, 2%, i, 19%, -1.8, 11%, /, -0.3%, /
Cc1ccccc1N(C(=O)Cn1nnc2ccccc21)C(C(=O)NCc1ccco1)c1ccncc1 (configuration not stated)
  1%, 0%, i, -15%, -0.9, 7%, /, 0.2%, -4%

Next part:
Below each compound – MmCpn inh, EPAC2 antag, Akt phos inh, TGFb inhibitor, CCT modulator, EPAC2 ag, Nrf2 block, Nrf2 ARE act, A549 viability
Cc1ccc2[nH]c3c(c2c1)CCN(C)C3
  -1%, 2%, i, 13%, -0.1, 6%, 9%, 6.1%, 20%
O=C1C(=O)c2ccccc2C(O)=C1C1CCC(c2ccc(Cl)cc2)CC1 (configuration not stated)
  0%, 12%, i, -2%, 0.4, 0%, 9%, 0.3%, -2%
O=S(=O)(Nc1nc2ccccc2nc1NCC1CCCO1)c1ccccc1 (configuration not stated)
  -4%, 2%, i, 3%, -1.5, 1%, -8%, -0.6%, 2%
O=C(CSc1ncnc2nc[nH]c12)Nc1ccccc1C(F)(F)F
  2%, 3%, i, -8%, 0.1, -4%, -1%, -0.3%, 1%
CCCCN(C)CCNC(=O)c1cc2c(-c3ccccc3F)nn(C)c2s1
  0%, 0%, i, 11%, -4.0, 6%, 15%, 11%, -9%
COCCCNC(=O)CSc1nc2c(sc3ccccc32)c(=O)n1CCCC(=O)NCC1CCCO1 (configuration not stated)
  1%, -14%, i, -4%, 0.6, -1%, -14%, -0.5%, -3%
O=C1C2C3C=CC(C4CC34)C2C(=O)N1/N=C/c1ccc(-c2ccc(F)cc2[N+](=O)[O-])o1 (configuration not stated)
  -1%, 0%, i, 2%, -0.3, 3%, -12%, 0.1%, -8%
Cc1ccc2nc(-c3ccncc3)cc(C(=O)Nc3ccc(OC(F)F)cc3)c2c1
  2%, 0%, i, -3%, -2.4, -7%, -17%, 1.8%, ?
O=[N+]([O-])c1cc(/C=N\Nc2ccccn2)ccc1Cl
  3%, 10%, i, -19%, -3.1, 7%, ?, 22%, 0%
O=C(/C=C/c1ccc2c(c1)OCO2)NCCS(=O)(=O)N1CCN(c2ccccc2)CC1
  /, 5%, i, -6%, 0.0, 0%, /, -0.4%, /
O=C(CN1CC(c2ccccc2)CC1=O)OCc1ccccc1F (configuration not stated)
  -2%, 20%, /, 2%, -7.7, 7%, 9%, 1.8%, 4%
COC(=O)CN1C(=O)S/C(=C/c2cc(C)n(C)c2C)C1=O
  -3%, -4%, i, 18%, 2.0, 1%, 20%, 3.4%, ?
CC(Sc1nc2ccccc2[nH]1)C(=O)O (configuration not stated)
  0%, 1%[57.1 µM], i, -6%, -11, 11%, 22%, 0.3%, 13%
COCCNc1nnc(SCC(=O)NNC(=O)c2ccc([N+](=O)[O-])cc2)s1
  -10%, 5%, i, -1%, 0.6, 7%, 8%, -0.8%, 4%
Cc1n[nH]c(=O)c2c(NC(=O)CSc3ccccc3Cl)oc(C)c12
  1%, -3%, i, 4%, 0.8, 1%, ?, 0.2%, 1%
CCSC1=C(C#N)C(c2ccc3c(c2)OCO3)C2=C(CCCC2=O)N1 (configuration not stated)
  -12%, 2%, i, ?, -6.1, 2%, ?, -0.6%, -6%
O=C(CN1C(=O)NC2(CCCc3ccccc32)C1=O)NCc1cccs1 (configuration not stated)
  -1%, 1%, i, 4%, -0.3, 6%, 15%, -1.1%, 1%
CCCN(CCC)C(=O)c1c[nH]c2ccc(S(=O)(=O)Nc3cc(C)cc(C)c3)cc2c1=O
  /, /, /, ?, /, /, ?, 0.4%, 19%

Copied from the list.
O=C(/C=C/c1ccc2c(c1)OCO2)NCCS(=O)(=O)N1CCN(c2ccccc2)CC1 – EPAC2 ag = 0%
COc1ccc(C(C)(O)c2nc(-c3ccncc3)cs2)cc1 (configuration not stated) – Nrf2 ARE act = -0.3%
Cc1n[nH]c(=O)c2c(NC(=O)CSc3ccccc3Cl)oc(C)c12 – A549 viability = 1%
CC(C)C1S/C(=N/N=C/c2cccs2)NC1=O (configuration not stated) – TGFb inhibitor = -3%

Not all compounds are listed; count on the stated rates, not on these rows.
